BLM inh – qHTS Assay for Inhibitors of Bloom's syndrome helicase (BLM) | 0.2% of 350,000 active | AID 2528, 2010 | Potency, µM (series often up to 56.1 µM), for inactives: at the highest dose activity change, negative = inhibition, usual class: inhibitors | recombinant BLM DNA unwinding, fluorescence dequenching;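 note: potency is the fitted concentration of half-maximal effect; plate controls were vehicle for no effect and no enzyme for full effect; nearly all actives have a fitted effect of over 35% in size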
APEX1 inh – qHTS Assay for Inhibitors of the Human Apurinic/apyrimidinic Endonuclease 1 (APE1) | DNA repair nuclease/redox regulator APEX1 (Homo sapiens), P27695 | recombinant APE1, TAMRA/BHQ-2 abasic DNA cleavage fluorescence | Potency, µM (series often up to 65.8 µM), for the others: top-dose activity change, negative = inhibition, actives largely listed as inhibitors | 0.35% of 350,000 active | AID 2517, 2012;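 note: potency is the fitted concentration of half-maximal effect; plate controls were vehicle for no effect and reference inhibitor for full effect; nearly all actives have a fitted effect of over 55% in size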
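Kinetic fluorescence read (525 ex/598 em nm, three reads 60 s apart) of AP-site incision; signal = third minus first read. Enzyme 0.75 nM, dual-labelled THF duplex 50 nM, compound preincubation 15 min RT.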
GRP78 ERSR act – qHTS for Inducers of the Endoplasmic Reticulum Stress Response (ERSR) in Human Glioma: qHTS; U87-MG GRP78 promoter luciferase reporter, 16 h; Potency, µM, for the others: top-dose activation, usual class: activators; 0.02% of 420,000 active; note: potency is the fitted concentration of half-maximal effect; series mostly up to about 76 µM; % of control where 0% means no effect; nearly all actives have a fitted effect of over 35% in size
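Stably transfected U87-MG glioma cells carrying a GRP78-based luciferase sensor; 16 h compound incubation. Luminescence end-point read 10 min after Bright-Glo addition at room temperature.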
LDHA block – qHTS assay for inhibitors of human lactate dehydrogenase; activity change, % (values are at about 110 or 230 µM); purified LDHA, NADH/diaphorase-resazurin fluorescence; active compounds read low; L-lactate dehydrogenase A chain (Homo sapiens), P00338; AID 1347041, 2019; 0.15% of 480,000 active; in the data active = activity change below about -30%; inconclusive = mostly about -25% to -30%;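 note: plate controls were DMSO wells for no effect and wells without enzyme for full effect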
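LDH5 2 nM; NADH 0.06 mM, pyruvate 0.2 mM; 200 mM Tris pH 7.4, EDTA, Tween-20; 5 min RT. Detection: diaphorase 0.133 mg/mL + resazurin 37 µM, fluorescence ex540/em590 at 0 and 20 min; normalized to enzyme-free and DMSO wells.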
Pol eta inh – qHTS for Inhibitors of Polymerase Eta; recombinant Pol eta, fluorescent DNA replication assay; AID 588591, 2011; Potency, µM (highest dose often 114 µM), inactives show at the highest dose activity change, negative = inhibition, hits mostly inhibitors; 1.2% of 390,000 active; note: potency is the fitted concentration of half-maximal effect; % is set by controls: 0 for no effect and ±100 for the full control effect
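Fluorescent replication assay: 50 nM final substrate added after a 15 min room-temperature compound preincubation with 10 nM enzyme. Signal taken at 0 min and again at 10 min.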
Pol beta inh – qHTS Assay for Inhibitors of DNA Polymerase Beta. Pol beta primer extension/strand displacement, fluorescence kinetic. Potency, µM (series often up to 114 µM), for the others: top-dose activity change, negative = inhibition, usual class: inhibitors. 1.3% of 340,000 active. AID 485314, 2010. P06746; note: potency is the fitted concentration of half-maximal effect; % is set by controls: 0 for no effect and ±100 for the full control effect
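Curves were derived by four-parameter Hill fits of normalized qHTS data. The kinetic fluorescent primer-extension read was taken at 0 and 10 min after 50 nM substrate, following a 15 min room-temperature preincubation of 10 nM enzyme with compounds.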
POLK inh – qHTS for Inhibitors of Polymerase Kappa. 0.53% of 400,000 active. purified Pol kappa, fluorescent DNA synthesis assay, 10 min. DNA polymerase kappa (Homo sapiens), Q9UBT6. Potency, µM (doses to about 107 µM), inactives show top-dose activity, negative = inhibition, actives largely listed as inhibitors; note: potency is the fitted concentration of half-maximal effect; % is set by controls: 0 for no effect and ±100 for the full control effect
Target sequence (Q9UBT6 whole entry, looked up): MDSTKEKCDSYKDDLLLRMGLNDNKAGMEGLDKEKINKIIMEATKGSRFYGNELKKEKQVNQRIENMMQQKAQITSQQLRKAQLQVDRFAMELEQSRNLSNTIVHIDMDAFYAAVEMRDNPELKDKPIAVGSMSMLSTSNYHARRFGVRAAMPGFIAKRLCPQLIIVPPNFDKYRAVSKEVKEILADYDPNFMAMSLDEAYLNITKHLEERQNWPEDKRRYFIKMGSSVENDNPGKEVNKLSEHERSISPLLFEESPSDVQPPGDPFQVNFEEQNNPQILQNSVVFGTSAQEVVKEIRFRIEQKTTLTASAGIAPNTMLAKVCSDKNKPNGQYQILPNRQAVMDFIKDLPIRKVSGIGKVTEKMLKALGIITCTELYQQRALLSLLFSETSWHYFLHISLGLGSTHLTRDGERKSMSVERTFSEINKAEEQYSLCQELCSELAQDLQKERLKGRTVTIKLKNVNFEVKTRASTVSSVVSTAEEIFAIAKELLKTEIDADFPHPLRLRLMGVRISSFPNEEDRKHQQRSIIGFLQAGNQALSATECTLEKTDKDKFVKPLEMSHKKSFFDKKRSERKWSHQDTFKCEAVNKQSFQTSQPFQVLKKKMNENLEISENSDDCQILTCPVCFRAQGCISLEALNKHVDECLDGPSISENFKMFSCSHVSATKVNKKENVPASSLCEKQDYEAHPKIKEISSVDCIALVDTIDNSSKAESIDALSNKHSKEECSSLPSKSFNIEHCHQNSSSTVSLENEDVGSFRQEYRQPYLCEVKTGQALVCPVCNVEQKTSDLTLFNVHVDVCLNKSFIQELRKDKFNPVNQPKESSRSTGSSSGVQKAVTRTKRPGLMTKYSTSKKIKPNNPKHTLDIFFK
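10 nM Pol kappa was preincubated with compounds for 15 min at room temperature. Reaction started with 50 nM (final) substrate. Fluorescence read kinetically at 0 and 10 min.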
POLI inh – qHTS for Inhibitors of Polymerase Iota; DNA polymerase iota (Homo sapiens), Q9UNA4; Potency, µM (titrated, usually from 115 µM), for inactives: at the highest dose activity, negative = inhibition, most hits filed as inhibitors; Pol iota fluorescent replication assay, 10 min; AID 588590, 2011; 1% of 390,000 active; note: potency is the fitted concentration of half-maximal effect
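Fluorescent replication assay read twice, at 0 min and 10 min after adding 50 nM (final) substrate. Enzyme (10 nM) and compounds were first incubated 15 min at room temperature; enzyme-free buffer wells were negative controls.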
Anesthetic bind – qHTS Assay for Identification of Novel General Anesthetics; apoferritin/1-aminoanthracene competitive binding, fluorescence; Potency, µM (top dose mostly 77.5 µM), for inactives: top-dose activity change, negative = displacement, most hits filed as inhibitors; 0.074% of 350,000 active; note: potency is the fitted concentration of half-maximal effect; % is set by controls: 0 for no effect and ±100 for the full control effect; nearly all actives have a fitted effect of over 20% in size
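Probe: 1-aminoanthracene (50% saturated, PBS). Protein: horse-spleen apoferritin, 10 uM. Incubation: 10 min, room temperature. Detection: 380 nm excitation, 535 nm emission. Analysis: normalized response, four-parameter Hill.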
Numbers without * were called inactive; ? = inconclusive; / = not tested or not shown; & = joins results of further samples; [ ] = remark or other dose. Unless noted, calls come from the whole dose curve; as a rule, active = well fitted curve in the direction sought with a large enough effect; inconclusive = small, poorly fitted or top-dose-only effect, or another doubt; inactive = no such curve, though single readings can be large; an effect the other way counts as inactive or inconclusive. A portion of the library; the hit share may differ from the screen's.

Sequence of screens – BLM inh	APEX1 inh	GRP78 ERSR act	LDHA block	Pol eta inh	Pol beta inh	POLK inh	POLI inh	Anesthetic bind
1. COC(=O)c1ccc(Nc2cc(C)nc3ccccc23)cc1
    38%[activator]	5%	-2%	-1&-3	-16%	-22%	-2%	10%	-4%
2. CC1CN(S(=O)(=O)c2cccc(C(=O)OCC(=O)N3CCCCCC3)c2)CC(C)O1 (stereo unspecified)
    /	2%	-2%	-10	-21%	/	-12%	17%	/
3. Fc1ccc(-n2nnc(-c3nccs3)n2)cc1
    1%	10%	-7%	0	-5%	27%	6%	3%	-20%
4. CC(C)N1C(=O)CSC1c1ccc(Br)cc1 (stereo unspecified)
    -4%	15%	-5%	-6	-6%	0%	-20%	10%	-14%
5. CC(NC(=O)C(c1ccccc1)c1ccccc1)C(=O)N1CCCCC1 (stereo unspecified)
    -4%	8%	-3%	-6	-5%	37%	-6%	-18%	-5%
6. CCOC(=O)c1c2c(c(=S)n(-c3ccccc3)c1N)CCC2
    -9%	5%	-5%	38	-9%	1%	-21%	?	-23%
7. CC1Cc2nc(SCC(=O)Nc3ccc(F)cc3)n(C)c(=O)c2S1 (stereo unspecified)
    -7%	-6%	-4%	-10	-11%	14%	-1%	37%[activator]	-12%
8. CCOc1ccc(S(=O)(=O)N(CC)CC)cc1N
    -1%	-4%	-4%	-4	-9%	14%	-1%	?	-24%
9. CCc1ccc(S(=O)(=O)Nc2cccc(-c3ccc(OC)nn3)c2)s1
    -1%	/	-3%	1	-10%	-16%	-1%[60.1 µM]	-3%	-19%
10. CC(C)(C)C(CN1CCCC1)OC(=O)c1ccccc1 (stereo unspecified)
    -1%	24%	-3%	-7&7	-12%	31%	3%	139%[activator]	-2%
11. Cc1ccc(N(CCC#N)C(=O)CCl)cc1C
    -3%	3%	-15%	-3	-17%	1%	0%	44%[activator]	1%
12. CCCNC(=O)c1ccc(N2CCC3(CC2)CC(c2ccccc2)=NO3)c(NC(=O)c2ccccc2)c1
    -6%	-10%	-3%	-6	-6%	63%	-6%	?	3%
13. CC(=O)Nc1cccc(-c2csc(Nc3cccc(C)n3)n2)c1
    -7%	-11%	6%	-3	-13%	2%	-17%	0%	-17%
14. Cc1ccccc1NC(=O)c1c(NC(=O)c2ccccc2)sc2c1CCC2
    1%	/	/	-3	/	-21%	1%	8%	-1%
15. O=C(COC(=O)C1(c2ccccc2F)CCCC1)NCc1ccc2c(c1)OCO2
    2%	-7%	-2%	-10	-7%	9%	-3%	0%	-14%
16. Cc1cc(NC(=O)C(Cl)Cl)cc2c1OCO2
    /	/	-3%	2	-8%	/	-1%	-10%	/
17. Cc1cccc(-c2nc(CSCC(=O)NCCCN3CCOCC3)c(C)o2)c1
    1%	0%	-1%	-12	-12%	3%	-15%	10%	-19%
18. Cc1c(C(=O)Nc2nc3ccccc3[nH]2)oc2ccccc12
    6%	11%	4%	-5	-18%	13%	-2%	24%	-7%
19. c1ccc(Oc2cccc(OCCn3cncn3)c2)cc1
    -3%	2%	-6%	-14	-15%	1%	-9%	12%	-12%
20. O=C(N/N=C/c1ccc(-c2ccccc2Cl)o1)c1ccccc1
    -8%	-1%	1%	-5	-9%	-13%	-9%	50%[activator]	-2%
21. CCCCn1c(SCC(=O)Nc2cc(C(F)(F)F)ccc2Cl)nnc1C(CC)N(C)C (stereo unspecified)
    -2%	-1%	-5%	-1	-23%	20%	-12%	7%	-12%
22. COC1OC2COC(c3ccccc3)OC2C(OC(=O)c2ccccc2)C1OC(=O)c1ccccc1 (stereo unspecified)
    /	/	-3%	-4	-6%	/	-19%	16%	/
23. CCCn1c(=O)c2sccc2n2c(CCCC(=O)N3CCN(c4ccccc4OC)CC3)nnc12
    2%	/	-3%	3	-17%	11%	0%	21%	16%
24. N#Cc1cnn2cc(CCN3CCOCC3)c(-c3ccc(F)cc3)nc12
    -2%	2%	-2%	1	-8%	-1%	9%	7%	0%

Nos. 1 to 10 from above:
Sequence of screens – BLM inh	APEX1 inh	GRP78 ERSR act	LDHA block	Pol eta inh	Pol beta inh	POLK inh	POLI inh	Anesthetic bind
1. COC(=O)c1ccc(Nc2cc(C)nc3ccccc23)cc1
    38%[activator]	5%	-2%	-1&-3	-16%	-22%	-2%	10%	-4%
2. CC1CN(S(=O)(=O)c2cccc(C(=O)OCC(=O)N3CCCCCC3)c2)CC(C)O1 (stereo unspecified)
    /	2%	-2%	-10	-21%	/	-12%	17%	/
3. Fc1ccc(-n2nnc(-c3nccs3)n2)cc1
    1%	10%	-7%	0	-5%	27%	6%	3%	-20%
4. CC(C)N1C(=O)CSC1c1ccc(Br)cc1 (stereo unspecified)
    -4%	15%	-5%	-6	-6%	0%	-20%	10%	-14%
5. CC(NC(=O)C(c1ccccc1)c1ccccc1)C(=O)N1CCCCC1 (stereo unspecified)
    -4%	8%	-3%	-6	-5%	37%	-6%	-18%	-5%
6. CCOC(=O)c1c2c(c(=S)n(-c3ccccc3)c1N)CCC2
    -9%	5%	-5%	38	-9%	1%	-21%	?	-23%
7. CC1Cc2nc(SCC(=O)Nc3ccc(F)cc3)n(C)c(=O)c2S1 (stereo unspecified)
    -7%	-6%	-4%	-10	-11%	14%	-1%	37%[activator]	-12%
8. CCOc1ccc(S(=O)(=O)N(CC)CC)cc1N
    -1%	-4%	-4%	-4	-9%	14%	-1%	?	-24%
9. CCc1ccc(S(=O)(=O)Nc2cccc(-c3ccc(OC)nn3)c2)s1
    -1%	/	-3%	1	-10%	-16%	-1%[60.1 µM]	-3%	-19%
10. CC(C)(C)C(CN1CCCC1)OC(=O)c1ccccc1 (stereo unspecified)
    -1%	24%	-3%	-7&7	-12%	31%	3%	139%[activator]	-2%

Rewritten with one line to a screen: part of the list above.
#19 c1ccc(Oc2cccc(OCCn3cncn3)c2)cc1
#20 O=C(N/N=C/c1ccc(-c2ccccc2Cl)o1)c1ccccc1

assay / compound	19	20
BLM inh	-3%	-8%
APEX1 inh	2%	-1%
GRP78 ERSR act	-6%	1%
LDHA block	-14	-5
Pol eta inh	-15%	-9%
Pol beta inh	1%	-13%
POLK inh	-9%	-9%
POLI inh	12%	50%[activator]
Anesthetic bind	-12%	-2%
